Source: PubChem BioAssay (several laboratories)
PfHsp90 yeast 2: inhibits growth of yeast expressing Plasmodium falciparum Hsp90 | S. cerevisiae expressing PfHsp90, BacTiter-Glo ATP, 48 h; yeast lacking PDR1 and PDR3 efflux regulators | inhibition, % at 9.4 µM | AID 504621 | actives 0.32% (n = 310,000);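 active = every replicate shows inhibition above about 80%, whatever the replicate mean, limit read from the data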;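 note: 0% = DMSO neutral controls and 100% = 20 µM radicicol positive controls; yeast relying on Plasmodium falciparum Hsp90 in place of its own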
AddAB inh: less growth of phage-infected E. coli with AddAB. E. coli expressing H. pylori AddAB, absorbance growth. inhibition, % at 11.9 µM. actives 0.29% (n = 330,000). AID 435030; in the data active = inhibition above about 12%;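 note: 0% = vehicle wells of infected cells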
Arr AP2 block: human beta-arrestin and AP2 interaction inhibition; actives 0.31% (n = 340,000); FITC-arrestin peptide / GST-AP2 beads, flow cytometry; AP2 beta2 appendage carries R879A mutation; inhibition, % at 10 µM;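 active = inhibition above a set limit, near 3 SD of compounds lacking own fluorescence, cut at about 54% in these data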;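 note: plate controls were DMSO wells for no effect and 5 µM unlabelled arrestin peptide for full effect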
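System: GST-AP2 R879A glutathione beads. Medium: PBS with 0.05% Tween 20 and 0.1% BSA. Also added: FITC-arrestin peptide, 50 nM. Incubation: 12 min plus 1 h, RT. Measured by: high-throughput flow cytometry of beads, ex 488, em 535 nm. Evaluation: percent drop in bead-associated FITC signal.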
SUMO Mot1 rescue: inhibitors of SUMOylation pathway: yeast Mot1-301 growth rescue | growth rescue, % at 18.8 µM | S. cerevisiae Mot1-301 growth rescue, ATP luminescence, 38.5C; percent above DMSO median, 100 means doubled | AID 2716 | actives 1% (n = 320,000);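 active = every valid replicate shows activation above 250% relative to neutral control wells; inactive = the rest, any valid replicate at or below 250%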;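 note: OY570 slx delta 5 strain wells were the positive control but not used for scaling; some compounds called inactive have numbers as strong as hits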
E coli growth: bacterial growth inhibition, counter-screen for AddAB inhibitors; E. coli V3065 growth, OD600 absorbance, 18 h; inhibition, % at 11.9 µM; actives 0.27% (n = 330,000); AID 449728;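 active = inhibition above the campaign's mean inhibition across all tested compounds plus 3 SD, cut at about 9.9% in these data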;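 note: uninfected addAB+ strain grown without phage in ampicillin broth; 0% = DMSO wells and 100% = ciprofloxacin 0.95 µg/ml wells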
PKA-R1A act: activators of PKA-R1A complex. P00514+P68181. AID 504707. actives 0.083% (n = 340,000). PKA-R1A dissociation, Cy5-IP20 fluorescence polarization; scaled: DMSO 0%, 113 µM cGMP 100%. activation, % at 11.4 µM;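 active = percent activation above the mean of all tested compounds plus 3 SD, cut at about 19% in these data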;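 note: higher means more PKAc released from R1A so a rise in polarization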
DSG3 Ab inh: human desmoglein-3 autoantibody binding inhibition | P32926 | DSG3-coupled beads, scFv-anti-DSG3-GFP binding, flow cytometry; hits give low values | binding (percent of control), % at 10 µM | actives 0.48% (n = 310,000) | AID 588358;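 active = binding more than 3 SD below its plate's average and above zero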;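 note: hits lower antibody fragment binding to DSG3; some compounds called inactive have numbers as strong as hits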
Target sequence (P32926 whole entry, looked up, the tested form may be a part): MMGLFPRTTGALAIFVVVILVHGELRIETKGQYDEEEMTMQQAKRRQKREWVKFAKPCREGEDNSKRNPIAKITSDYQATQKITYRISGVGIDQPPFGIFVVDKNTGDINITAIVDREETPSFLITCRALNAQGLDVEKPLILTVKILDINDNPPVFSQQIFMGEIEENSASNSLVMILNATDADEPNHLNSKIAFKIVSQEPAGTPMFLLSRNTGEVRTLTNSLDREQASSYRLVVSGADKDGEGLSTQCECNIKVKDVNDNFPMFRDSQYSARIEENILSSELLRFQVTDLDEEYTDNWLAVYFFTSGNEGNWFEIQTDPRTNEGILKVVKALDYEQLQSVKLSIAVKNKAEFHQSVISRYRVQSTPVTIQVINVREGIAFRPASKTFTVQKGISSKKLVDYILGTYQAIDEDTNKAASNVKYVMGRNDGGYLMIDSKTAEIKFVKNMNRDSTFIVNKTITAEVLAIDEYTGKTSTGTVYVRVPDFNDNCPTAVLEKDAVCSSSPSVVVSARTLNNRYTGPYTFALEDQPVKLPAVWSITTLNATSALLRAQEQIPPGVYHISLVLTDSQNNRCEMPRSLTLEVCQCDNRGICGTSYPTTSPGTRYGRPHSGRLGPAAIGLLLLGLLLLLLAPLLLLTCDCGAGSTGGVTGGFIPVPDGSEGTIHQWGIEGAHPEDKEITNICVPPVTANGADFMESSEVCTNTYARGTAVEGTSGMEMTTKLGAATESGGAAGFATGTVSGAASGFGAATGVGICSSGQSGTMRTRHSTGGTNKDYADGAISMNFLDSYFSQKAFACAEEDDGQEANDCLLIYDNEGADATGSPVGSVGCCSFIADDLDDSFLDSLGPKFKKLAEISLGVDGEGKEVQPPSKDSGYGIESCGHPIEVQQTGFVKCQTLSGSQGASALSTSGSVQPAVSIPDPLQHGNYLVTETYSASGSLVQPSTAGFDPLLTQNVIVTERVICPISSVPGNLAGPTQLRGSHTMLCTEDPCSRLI
OPRM1-OPRD1 ag: OPRM1-OPRD1 heterodimerization agonism | P35372+P41143 | cells, luminescence | activation, % at 9.3 µM | actives 0.3% (n = 340,000) | AID 504326; in the data active = activation above about 18%;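 note: 0% = vehicle-treated cells and 100% = reference agonist; values of inactives mirror those of a sister screen read the other way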
phage Ecoli inh: E. coli growth loss with phage present; growth absorbance; actives 0.26% (n = 360,000); inhibition, % at 11.9 µM; AID 651602; in the data active = inhibition above about 11%
Tat export inh: inhibitors of E. coli Tat protein transport | E. coli MC4100 TorA-mCherry Tat export, fluorescence | inhibition, % at 10 µM | actives 0.036% (n = 340,000);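 active = mean replicate inhibition at least 50% and at least half of replicates individually reaching 50%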;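 note: exported cargo escapes ClpAP degradation while cytoplasmic cargo is degraded and loses fluorescence; 0% = median of neutral control wells and 100% = median of NaSCN control wells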
OPRM1-OPRD1 inv: mu-delta opioid heterodimer inverse agonism | cell-based MOR-DOR heterodimer luminescence | inhibition, % at 9.3 µM | actives 0.21% (n = 340,000) | AID 504357; in the data active = inhibition above about 22%, passing the limit was not always enough;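 note: 0% = cells with DMSO and 100% = wells without cells with DMSO; values of inactives mirror those of a sister screen read the other way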
Active calls of the source: *.

`COc1ccc(C(C(=O)NCc2ccc(F)cc2)N(Cc2cccnc2)C(=O)c2snc(C(N)=O)c2N)cc1` (stereo unspecified) gave PfHsp90 yeast 2 5, AddAB inh 1.0, Arr AP2 block 14, SUMO Mot1 rescue -22, E coli growth -3.8, PKA-R1A act -2, DSG3 Ab inh 108, OPRM1-OPRD1 ag -0.4, phage Ecoli inh 3.3, Tat export inh -11 and OPRM1-OPRD1 inv 3.
For COc1ccc(C(=O)NNC(=O)CN2CCC(n3nnc4cc(F)ccc43)CC2)cc1 the results were PfHsp90 yeast 2 -12, AddAB inh -2.1, Arr AP2 block 4, SUMO Mot1 rescue 12, E coli growth 1.1, PKA-R1A act -14, DSG3 Ab inh 100, OPRM1-OPRD1 ag 0.8, phage Ecoli inh 3.4, Tat export inh 2 and OPRM1-OPRD1 inv -5.
Screening CCC1CN(C(=O)NCc2ccccc2)c2cc(Cl)ccc2O1 (stereo unspecified) returned PfHsp90 yeast 2 2, Arr AP2 block 28, SUMO Mot1 rescue -19, PKA-R1A act -6, DSG3 Ab inh 98, OPRM1-OPRD1 ag 5.8, phage Ecoli inh 3.2, Tat export inh 3 and OPRM1-OPRD1 inv -27.
Screening CCCn1c(C(O)c2ccc(OC)cc2)nc2ccccc21 (stereo unspecified) returned PfHsp90 yeast 2 -30, AddAB inh -0.6, Arr AP2 block 24, SUMO Mot1 rescue -17, E coli growth -1.1, PKA-R1A act -12, DSG3 Ab inh 99, OPRM1-OPRD1 ag -0.6, phage Ecoli inh 0.0, Tat export inh 5 and OPRM1-OPRD1 inv 3.
`Cc1ccc(NC2OC(CO)C(O)C2O)cc1[N+](=O)[O-]` (stereo unspecified) gave PfHsp90 yeast 2 7, AddAB inh -0.8, Arr AP2 block 24, E coli growth -1.0, PKA-R1A act -6, DSG3 Ab inh 111, OPRM1-OPRD1 ag -1.9, phage Ecoli inh 1.8, Tat export inh -1 and OPRM1-OPRD1 inv 10.
`CCOC(=O)c1ccccc1OCc1cc(/C=N/n2cnnc2)ccc1OC` gave PfHsp90 yeast 2 -7, AddAB inh 1.0, Arr AP2 block 21, SUMO Mot1 rescue 35, E coli growth -0.9, PKA-R1A act -4, OPRM1-OPRD1 ag -2.0, phage Ecoli inh -0.2, Tat export inh -2 and OPRM1-OPRD1 inv 10.
Screening Cc1c(C=O)c(=O)n(-c2ccccc2)n1-c1ccccc1 returned PfHsp90 yeast 2 -1, AddAB inh 0.7, Arr AP2 block 2, SUMO Mot1 rescue 214, E coli growth -0.4, PKA-R1A act 0, DSG3 Ab inh 111, OPRM1-OPRD1 ag -3.2, phage Ecoli inh 2.0, Tat export inh 10 and OPRM1-OPRD1 inv 17.
CCC1CCCCN1C(=O)CN1C(=O)c2ccccc2S1(=O)=O (stereo unspecified) was read as AddAB inh -0.1, Arr AP2 block -10, SUMO Mot1 rescue -8, E coli growth 2.8, PKA-R1A act 1, DSG3 Ab inh 116, OPRM1-OPRD1 ag 2.9, phage Ecoli inh 6.1, Tat export inh -3 and OPRM1-OPRD1 inv -19.
O=C(NCc1ccccn1)Nc1ccccc1 was read as PfHsp90 yeast 2 -8, AddAB inh -0.2, Arr AP2 block -6, E coli growth 1.3, PKA-R1A act -13, DSG3 Ab inh 104, OPRM1-OPRD1 ag -1.0, phage Ecoli inh 0.5, Tat export inh 7 and OPRM1-OPRD1 inv 6.
O=C(Nc1cccc(F)c1)c1cc(S(=O)(=O)N2CCOCC2)cs1 was read as PfHsp90 yeast 2 -1, AddAB inh 0.8, Arr AP2 block 25, SUMO Mot1 rescue 4, E coli growth 0.6, PKA-R1A act 5, DSG3 Ab inh 102, OPRM1-OPRD1 ag -0.8, phage Ecoli inh 3.7, Tat export inh -4 and OPRM1-OPRD1 inv 4.
NCCCn1c(C(=O)c2cc(Cl)c(N)c(Cl)c2)c2ccc(C(F)(F)F)cc2[n+]1[O-] was read as PfHsp90 yeast 2 14, AddAB inh 4.0, Arr AP2 block -7, SUMO Mot1 rescue -8, E coli growth -1.4, PKA-R1A act -7, DSG3 Ab inh 99, OPRM1-OPRD1 ag 0.1, phage Ecoli inh 5.1, Tat export inh -5 and OPRM1-OPRD1 inv 0.
`COc1ccc(S(=O)(=O)c2c(N)n(Cc3ccco3)c3nc4ccccc4nc23)cc1` gave PfHsp90 yeast 2 6, AddAB inh 2.2, Arr AP2 block 9, SUMO Mot1 rescue -22, E coli growth 0.7, PKA-R1A act -7, DSG3 Ab inh 92, OPRM1-OPRD1 ag 2.9, phage Ecoli inh 2.3, Tat export inh -5 and OPRM1-OPRD1 inv -16.
COc1cccc(Oc2c(C)oc3c(CN4CCOCC4)c(O)ccc3c2=O)c1 was read as PfHsp90 yeast 2 7, Arr AP2 block 9, PKA-R1A act 8, DSG3 Ab inh 91, OPRM1-OPRD1 ag -2.3, phage Ecoli inh 0.5, Tat export inh -1 and OPRM1-OPRD1 inv 12.
Cc1sc2nc(CN(Cc3ccccc3)C(=O)NC3CCCCC3)[nH]c(=O)c2c1C was read as PfHsp90 yeast 2 -10, AddAB inh 5.1, Arr AP2 block 42, SUMO Mot1 rescue -11, E coli growth 1.2, PKA-R1A act 6, DSG3 Ab inh 123, OPRM1-OPRD1 ag 11, phage Ecoli inh 3.3, Tat export inh 3 and OPRM1-OPRD1 inv -52.
`CN(Cc1ccccc1)c1nc(N)c([N+](=O)[O-])c(Nc2cccc(F)c2)n1` gave PfHsp90 yeast 2 -10, AddAB inh 0.9, Arr AP2 block 5, SUMO Mot1 rescue 2, E coli growth 0.9, PKA-R1A act -7, DSG3 Ab inh 100, OPRM1-OPRD1 ag 1.1, phage Ecoli inh 2.2, Tat export inh -7 and OPRM1-OPRD1 inv -5.
Screening Cc1cc(OCCN2CCOCC2)ccc1C(C)C returned PfHsp90 yeast 2 12, AddAB inh 1.8, Arr AP2 block -12, SUMO Mot1 rescue 43, E coli growth -2.5, PKA-R1A act -5, DSG3 Ab inh 106, OPRM1-OPRD1 ag 0.5, phage Ecoli inh -0.3, Tat export inh 6 and OPRM1-OPRD1 inv -2.
`Cc1cccc(NC(=O)COC(=O)CNC(=O)C2CCCCC2)c1` gave PfHsp90 yeast 2 22, AddAB inh -1.2, Arr AP2 block -6, SUMO Mot1 rescue -11, E coli growth -1.2, PKA-R1A act 2, DSG3 Ab inh 93, OPRM1-OPRD1 ag -0.6, phage Ecoli inh 1.6, Tat export inh -15 and OPRM1-OPRD1 inv 4.
O=S(=O)(c1cccc(Br)c1)N1CCN(C(=S)NCC2CCCO2)CC1 (stereo unspecified) was read as PfHsp90 yeast 2 2, AddAB inh -2.7, Arr AP2 block -9, SUMO Mot1 rescue 0, E coli growth 0.7, PKA-R1A act 2, DSG3 Ab inh 104, OPRM1-OPRD1 ag -0.3, phage Ecoli inh 3.5, Tat export inh -4 and OPRM1-OPRD1 inv 2.
Cc1ccc(N(CC(=O)N/N=C/c2cc(C)n(-c3ccccc3)c2C)S(C)(=O)=O)c(C)c1 was read as PfHsp90 yeast 2 12, AddAB inh 5.0, Arr AP2 block 26, SUMO Mot1 rescue -7, E coli growth 1.1, PKA-R1A act -4, DSG3 Ab inh 98, OPRM1-OPRD1 ag -3.5, phage Ecoli inh 1.6, Tat export inh -1 and OPRM1-OPRD1 inv 15.
O=C(NC(=S)NC1CCSC1=O)c1ccc([N+](=O)[O-])cc1 (stereo unspecified) was read as AddAB inh 3.8, Arr AP2 block 35, SUMO Mot1 rescue -4, E coli growth -0.3, PKA-R1A act -1, OPRM1-OPRD1 ag -1.7, phage Ecoli inh 3.7, Tat export inh 2 and OPRM1-OPRD1 inv 10.
Screening CCSC(=N)N returned PfHsp90 yeast 2 -3, AddAB inh 0.9, Arr AP2 block -2, SUMO Mot1 rescue 18, E coli growth 3.1, PKA-R1A act -6, DSG3 Ab inh 115, OPRM1-OPRD1 ag -2.7, phage Ecoli inh 3.6, Tat export inh -3 and OPRM1-OPRD1 inv 15.
`CCN(CCCNC(=O)COc1cc(=O)n(C)c2ccccc12)c1ccccc1` gave PfHsp90 yeast 2 25, AddAB inh 0.2, Arr AP2 block 7, SUMO Mot1 rescue 5, E coli growth 0.0, PKA-R1A act 0, DSG3 Ab inh 105, OPRM1-OPRD1 ag -3.0, phage Ecoli inh 1.3, Tat export inh -2 and OPRM1-OPRD1 inv 13.
For N#C/C(=N/Nc1ccc(OC(F)(F)F)cc1)C(N)=S the results were PfHsp90 yeast 2 -62, AddAB inh 12, Arr AP2 block 21, SUMO Mot1 rescue 33, E coli growth 6.4, PKA-R1A act 13, DSG3 Ab inh 101, OPRM1-OPRD1 ag -2.3, phage Ecoli inh 9.1, Tat export inh 0 and OPRM1-OPRD1 inv 11.
`COc1cccc(/C=N/NC(=O)CNC(=O)C2COc3ccccc3O2)c1O` (stereo unspecified) gave PfHsp90 yeast 2 23, Arr AP2 block -5, PKA-R1A act 2, DSG3 Ab inh 105, OPRM1-OPRD1 ag 2.1, phage Ecoli inh 1.4, Tat export inh 11 and OPRM1-OPRD1 inv -15.
`CCN(C(=O)CSc1nnnn1-c1ccccc1)C1CCS(=O)(=O)C1` (stereo unspecified) gave PfHsp90 yeast 2 4, AddAB inh -3.7, Arr AP2 block -9, SUMO Mot1 rescue -1, E coli growth 2.8, PKA-R1A act -9, DSG3 Ab inh 109, OPRM1-OPRD1 ag -1.0, phage Ecoli inh 3.7, Tat export inh -1 and OPRM1-OPRD1 inv 5.
Screening Cc1cccc(Oc2ccc(S(=O)(=O)N3CCCCC3)cc2NC(=O)C2=COCCO2)c1 returned PfHsp90 yeast 2 29, AddAB inh 2.2, Arr AP2 block 2, SUMO Mot1 rescue -8, E coli growth -0.3, PKA-R1A act 7, DSG3 Ab inh 105, OPRM1-OPRD1 ag 2.8, phage Ecoli inh 1.6, Tat export inh 10 and OPRM1-OPRD1 inv -11.
For CCN1CCN(c2ncc(C(=O)Nc3c(F)cc(F)cc3Br)c3ccccc23)CC1 the results were PfHsp90 yeast 2 -23, AddAB inh 2.9, Arr AP2 block -4, SUMO Mot1 rescue -11, E coli growth -1.0, PKA-R1A act -2, DSG3 Ab inh 115, OPRM1-OPRD1 ag -0.5, phage Ecoli inh -0.9, Tat export inh 6 and OPRM1-OPRD1 inv 3.
For COc1ccc(CC(=O)O/N=C(\N)c2ccccn2)cc1 the results were PfHsp90 yeast 2 -1, AddAB inh 1.3, Arr AP2 block 49, SUMO Mot1 rescue 0, E coli growth 0.2, PKA-R1A act 6, DSG3 Ab inh 106, OPRM1-OPRD1 ag -0.1, phage Ecoli inh -1.2, Tat export inh -3 and OPRM1-OPRD1 inv 1.
